Screening results from PubChem.
SW480 rerep: DNA re-replication induction in SW480 cells; SW480 DNA re-replication, Hoechst DNA content imaging, 48 h; Potency, µM (series often up to 46.1 µM), for inactives: at the top dose re-replication activation, hits mostly activators; 340,000 tested, 1.8% active; further: potency means the concentration at half of the fitted maximal effect; % of control where 0% means no effect; nearly all actives have a fitted effect of over 55% in size
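250 cells/well; 23 nL cpd via pin tool; 48 hr, 37 C, 5% CO2; Hoechst 40 min; imager read of total nuclear intensity, ex 405/em 500-530 nm.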
IL1B secr inh: inhibitors of inflammasome signaling (IL-1 beta secretion); THP-1 LPS/ATP IL-1B secretion, AlphaLISA, 16 h; active compounds read low; activity change, % at 57.5 µM; 360,000 tested, 4.7% active; AID 743279; in the data active means activity change below about -50%; inconclusive means mostly about -30% to -49%; further: on the % scale 0 is the no-effect control and ±100 the full control effect
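Secreted IL-1B measured by AlphaLISA bead assay after 16 h compound exposure of THP-1 cells; compounds (final up to 57.5 uM) added 1 h before LPS (250 ng/mL) and ATP (1.25 mM) stimulation; lower signal means less secretion.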
ATXN2 expr inh: reduces ATXN2 reporter expression in HEK-293 cells; HEK-293 ATXN2-luciferase reporter, luminescence, 24 h; Potency, µM (top dose mostly 57 µM), for the others: at the top dose activity change, negative = inhibition, actives largely listed as inhibitors; 360,000 tested, 0.72% active; AID 1745845; further: potency means the concentration at half of the fitted maximal effect; on the % scale 0 is the no-effect control and ±100 the full control effect; nearly all actives have a fitted effect of over 55% in size
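qHTS (up to 57 uM final) was run with 24 h compound exposure of reporter cells at 37 °C. Each well was multiplexed: SteadyGlo luminescence measured ATXN2-luciferase expression after a fluorogenic Gly-Phe-AFC viability readout (25 uM final).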
KB-V1 cytotox: kills drug-selected multidrug resistant KB-V1 cells | 400,000 tested, 3.4% active | Potency, µM (highest dose often 46.1 µM), inactives show at the top dose activity change, negative = cytotoxicity, actives largely listed as cytotoxic | KB-V1 MDR cells viability, CellTiter-Glo, 72 h; further: potency means the concentration at half of the fitted maximal effect; on the % scale 0 is the no-effect control and ±100 the full control effect; nearly all actives have a fitted effect of over 60% in size
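KB-V1 cells (P-gp-expressing MDR subline of KB-3-1) in phenol-red-free DMEM with 10% FBS were exposed to library compounds over a concentration series for 72 h at 37 degrees C. Viability read by CellTiter-Glo luminescence; concentration-effect curves fitted after normalization.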
HT1080 IDH1KD tx: kills HT-1080 cells with IDH1 knockdown. HT-1080 IDH1 knockdown viability, ATP luminescence, 48 h. Potency, µM (doses to about 46.1 µM), for the others: at the highest dose activity, negative = toxicity, most hits filed as cytotoxic. 360,000 tested, 2% active. AID 686971;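 further: potency means the concentration at half of the fitted maximal effect; 0% = DMSO wells and -100% = cell-free medium wells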
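Using the IDH1-knockdown HT-1080 line run in the same batch and compound series as the NT line, viability after 48 h at 37 °C was determined by CellTiter-Glo luminescence and expressed as % activity.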
S2 tox: viability counter-screen for ATXN expression inhibitors; S2 cells (HEK-293 line with an ATXN2-luciferase reporter) viability, CellTiter-Fluor protease fluorescence, 24 h; Potency, µM (doses to about 56.7 µM), most hits filed as cytotoxic; 400,000 tested, 0.49% active; AID 651635; further: potency means the concentration at half of the fitted maximal effect; nearly all actives have a fitted effect of over 40% in size
MCF10A rereplic: DNA re-replication induction in MCF 10a cells. MCF 10A DNA re-replication, Hoechst nuclear intensity, 48 h. Potency, µM (top dose mostly 46.1 µM), for the others: at the top dose activity, positive = re-replication, most hits filed as activators. 350,000 tested, 2.9% active. AID 624296; further: potency means the concentration at half of the fitted maximal effect; % of control where 0% means no effect; nearly all actives have a fitted effect of over 50% in size
HT1080-NT tox: kills 2HG-producing HT-1080-NT fibrosarcoma cells; AID 686970; HT-1080-NT fibrosarcoma viability, CellTiter-Glo ATP luminescence, 48 h; 360,000 tested, 1.6% active; Potency, µM (series often up to 46.1 µM), for the others: at the top dose activity, negative = less viability, hits mostly cytotoxic;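 further: NT is the 2HG producing partner of a matched IDH1 knockdown line; potency means the concentration at half of the fitted maximal effect; 0% = DMSO-treated cells and -100% = media-only wells without cells; nearly all actives have a fitted effect of over 55% in size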
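HT-1080-NT; 750 cells/well; 5% FBS RPMI; 48 h compound, 37 degrees C; CellTiter-Glo luminescence; curve fitting and curve-class assignment.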
KB-3-1 tox: KB-3-1 parental cell cytotoxicity; KB-3-1 viability, CellTiter-Glo ATP luminescence, 72 h; Potency, µM (series often up to 46.1 µM), for inactives: at the highest dose activity change, negative = cytotoxic, hits mostly cytotoxic; 400,000 tested, 1.4% active; AID 1347075; further: potency means the concentration at half of the fitted maximal effect; on the % scale 0 is the no-effect control and ±100 the full control effect; nearly all actives have a fitted effect of over 60% in size
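Using CellTiter-Glo luminescence, growth of non-resistant KB-3-1 adenocarcinoma cells is assessed 72 h after pin-tool compound addition at 37 °C. Normalized responses across the concentration series yield fitted curves.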
An asterisk follows results filed as active; i = inactive; ? = inconclusive; · = not tested or not shown; & = joins results of further samples; [ ] = remark or other dose. Unless noted, the call rests on the fitted dose curve; in most records, active means well fitted curve in the direction sought with a large enough effect; inconclusive means small, poorly fitted or top-dose-only effect, or another doubt; inactive means no such curve, though single readings can be large; an effect the other way counts as inactive or inconclusive.

SMILES	SW480 rerep	IL1B secr inh	ATXN2 expr inh	KB-V1 cytotox	HT1080 IDH1KD tx	S2 tox	MCF10A rereplic	HT1080-NT tox	KB-3-1 tox
CCn1c(COc2ccccc2)nnc1SCc1ccc(C#N)cc1	11%	-10	-13%	-13%	-8%	i	0%	-3%	-4%
O=C(COc1ccc(S(=O)(=O)NC2CCCCC2)cc1)N1CCN(c2cccc(Cl)c2)CC1	28%	-26	-20%	?	?	i	?	-3%[9.24 µM]	13µM*
CC(=O)Nc1cccc(/C(C)=N/NS(=O)(=O)c2ccccc2)c1	-8%	-5	8%	6%	8%	i	-7%	7%	1%
O=C(CCl)Nc1cccc(S(=O)(=O)NC2=NCCCCC2)c1	25%	-99*	·	?	?	·	?	3.7µM*	?
COc1cccc(C(C)NC(=O)Nc2ccccc2Cl)c1 (stereo not given)	4%	6	-17%	-3%	-11%	i	15%	-4%	-14%
CC(=O)n1cc(/C=N/NC(=O)c2ccccc2O)c2ccccc21	29%	?	29%	6%	6%	i	0%	5%	18%
Cc1cc(C)n(CC(=O)N2CCCC(N3CCN(Cc4ccc5c(c4)OCO5)CC3)C2)n1 (stereo not given)	-2%	29	-5%	-22%	-8%	?	3%	2%	-10%
COc1ccc(-c2nc(C#N)c(N3CCOCC3)o2)cc1OC	-14%	?	4%	-15%	-10%	?	10%	-3%	-6%
Cc1cc(C)n(CC(=O)NNC(=O)c2ccc(OC(F)(F)F)cc2)n1	·	14	3%	-25%	8%	i	·	0%	-2%
CC(C)Nc1ccccc1	-4%	1	-2%	17%	9%	i	-2%	17%	0%
Cc1nc2c(-c3ccc(F)cc3)c(C)nn2c(C)c1CCC(=O)NCCN1CCOCC1	0%	23	-15%	-10%	-3%	i	-1%	0%	-1%
Cc1ccc(CNC(=O)CSc2nc(=O)n3ccccc3n2)cc1	-4%	8	6%	-6%	-1%	i	9%	0%	-5%
N#Cc1cccc(NC(=O)CCNS(=O)(=O)c2ccc3c(c2)CCN3C(=O)C2CC2)c1	·	·	-18%	?	·	i	·	·	20%
CCOc1ccc(Cl)cc1-c1cc(C(=O)Nc2cc(OC)ccc2OC)[nH]n1	·	9	-10%	-1%	7%	i	·	?	0%
Fc1cccc(Nc2ncnc3[nH]ncc23)c1	-25%	50	-17%	-5%	-10%	i	4.1µM*	-3%	-1%
C=CCCCCCCCCc1nc(SCC(C)=O)n[nH]1	4%	-3	?	?	3%	i	-1%	-1%	?
C[C@@H]1CCCCO[C@@H](CN(C)S(=O)(=O)c2ccc(F)cc2)[C@@H](C)CN([C@H](C)CO)C(=O)c2cc(N(C)C)ccc2O1	·	-17	-14%	-3%	1%	i	·	-3%	0%
COc1ccc(Cl)cc1NC(=O)CN(C)C(=O)C1CC1	-3%	-1	6%	·	-8%	i	-4%	-12%	·
COc1cc(CCC(=O)NCc2ccc(F)cc2)cc(OC)c1OC	-2%	13	29%	17%	11%	i	-4%	5%	?
Cc1ccc(S(=O)(=O)NCC(=O)N(CC(=O)NCc2ccco2)Cc2ccco2)cc1	0%	4	1%	25%	2%	i	13%	4%	14%

Rewritten in markdown: 2 of the compounds above.
| compound | SW480 rerep | IL1B secr inh | ATXN2 expr inh | KB-V1 cytotox | HT1080 IDH1KD tx | S2 tox | MCF10A rereplic | HT1080-NT tox | KB-3-1 tox |
| --- | --- | --- | --- | --- | --- | --- | --- | --- | --- |
| CCn1c(COc2ccccc2)nnc1SCc1ccc(C#N)cc1 | 11% | -10 | -13% | -13% | -8% | i | 0% | -3% | -4% |
| C=CCCCCCCCCc1nc(SCC(C)=O)n[nH]1 | 4% | -3 | ? | ? | 3% | i | -1% | -1% | ? |

(listing goes on)
SMILES	SW480 rerep	IL1B secr inh	ATXN2 expr inh	KB-V1 cytotox	HT1080 IDH1KD tx	S2 tox	MCF10A rereplic	HT1080-NT tox	KB-3-1 tox
Cc1cccc(C)c1C(O)c1ncc(-c2ccccc2C(F)(F)F)[nH]1 (stereo not given)	·	17	0%	-19%	4%	i	·	-21%	4%
Nc1nc(SCC(=O)N2CCc3ccccc3C2)[nH]c(=O)c1-c1ccccc1	-1%	4	27%	-16%	3%[9.24 µM]	i	6%	-1%	10%
C=CCN1C(=O)C2C(C(=O)NCc3ccccc3)C3C=CC2(O3)C1C(=O)NC(C)(C)C (stereo not given)	-7%	2	-1%	-1%	0%	i	3%	-5%	2%
O=C1c2cccc3cccc(c23)C(=O)C1(O)O	?	-94*	?	-13%	18µM*	·	21µM*	?	8%
Cc1cccc(NC(=S)NC(=O)c2ccco2)n1	-6%	27	13%	-4%	-1%	i	1%	6%	12%
CCOC(=O)c1cc2c(=O)n3ccccc3nc2n(CCCOC)c1=NC(=O)C(C)(C)C	18µM*	12	24%	0%	20%	·	?	20%	?
Cc1cccc(-c2nc(NCCCN3CCOCC3)c3ccccc3n2)c1	-2%	-29	-16%	-28%	?	i	?	?	?
Nn1cnnc1N/N=C/c1cccc(Cl)c1Cl	?	14	-19%	-1%	18µM*	i	?	?	-5%
Cc1nn(Cc2ccc(Cl)cc2Cl)c(C)c1NC(=O)Cn1nc([N+](=O)[O-])c(Cl)c1C	-1%	14	-3%	?	-2%[9.24 µM]	i	7%	5%	?
COC(=O)CCc1ccc(OCC(O)CNC(C)C)cc1 (stereo not given)	-52%[inhibitor]	3	-2%&-7%	-1%	8%	i	-3%	14%	0%
Cc1c(C(=O)O/N=C(\N)c2ccccn2)cccc1[N+](=O)[O-]	4%	-12	-19%	-8%	?	i	?	-27%	?
CCN(CC)C(=O)COC(=O)c1cc(-c2ccco2)nc2ccccc12	-1%	14	18%	?	-7%	·	-1%	-9%	0%
CCc1ccc(NC(=O)Cn2c(=O)n(CCC(=O)NC3CCN(Cc4ccccc4)CC3)c(=O)c3ccccc32)cc1	-3%	0	·	3%	3%	i	-1%	?	3%
CN=C(NC#N)NCCSCc1csc(N=C(N)N)n1	-7%	·	4%	·	·	i	6%	·	·
COc1ccc(NS(=O)(=O)c2ccc(C)c(C(=O)N(C)CCc3ccc(OC)c(OC)c3)c2)cc1	-5%	-7	-9%	?	-10%	i	9%	1%	-9%
CC[N+]1(C)CC2CCC(C)(C1)C2(C)C (stereo not given)	-2%	-4	·	-7%	-3%	i	8%	-6%	7%
O=C(CC(=O)Nc1ccccc1F)Nc1ccc2nc3n(c(=O)c2c1)CCCCC3	·	·	8%	5%	·	i	·	·	9%
CCOc1ccc(-c2nnn(CC(=O)N3CCCC(C)C3)n2)cc1 (stereo not given)	-2%	-3	18%	4%	0%	i	-4%	0%	-6%
COc1ccc(OCC(O)CN2CCc3ccccc3C2)cc1 (stereo not given)	7%	-15	-2%	?	-2%	i	0%	5%	5%
CC1(C)CC(=O)C2=C(C1)N(CC1CCCO1)C(=O)NC2(C(F)(F)F)C(F)(F)F (stereo not given)	-1%	9	4%	?	0%	i	-9%	-14%	8%
COc1ccc(-c2cc(C(=O)Oc3ccc(C)cc3)c3ccccc3n2)cc1	·	·	-10%	5%	·	i	·	·	4%
N#Cc1cn(CC(=O)N2CCCc3ccccc32)c2ccccc12	-2%	0	2%	0%	0%	i	-2%	-10%	5%
Cc1ccc(C)n1-c1ccc(N2CCOCC2)c(Br)c1	?	?	-18%	0%	?	i	?	?	?
CCOC(=O)CC1(NC(=O)c2cc(COc3cncc(Cl)c3)on2)CCCCC1	9%	?	-8%	?	-26%	i	-1%	-12%	-29%
Cc1cccc(C(=O)OCC(=O)Nc2nnc(-c3ccccc3)o2)c1O	3%	10	2%	-5%	-3%	i	11%	1%	7%
CCCc1cc(=O)oc2cc(C)c3c(-c4ccccc4)coc3c12	·	·	7%	?	·	i	·	·	0%
Cc1onc(-c2c(Cl)cccc2Cl)c1C(=O)Nc1ccc2c(c1)OCCO2	1%	-5	0%	-23%	-1%	i	5%	-1%	-1%
CCCCNC(=O)COC(=O)CCC(=O)c1ccc(Cl)cc1	2%	22	-7%	11%	-8%	i	0%	-2%	7%
CSc1cccc(NC(=O)CCCOc2ccc(Cl)cc2C)c1	1%	-9	5%	-13%	?	i	3%	?	-20%
N#Cc1ccc(OCC(=O)NC2=NCCS2)cc1	2%	-1	7%	0%	5%	?	-4%	3%	-1%
Cc1ccc(-c2nnc(SCC(=O)N/N=C/c3c(C)nn(-c4ccccc4)c3C)n2-c2ccc(C)cc2)cc1	4%	2	-31%	21µM*	-26%	i	-1%	-24%	?
COc1cc(-c2cc(C(=O)O)c3c(OC)c(OC)c(OC)cc3n2)ccc1O	-5%	19	-6%	0%	7%	i	-4%	2%	0%
CC(=O)N/C(=C/c1ccc2c(c1)OCO2)C(=O)NCCO	-6%	8	9%	-3%	-5%	i	13%	-5%	4%
CC(C)Cc1nc2oc3c(N4CCN(CCO)CC4)ncnc3c2c2c1CCCC2	?	-7	?	?	9%	?	26%	7%	?
Cc1ccc(Cl)cc1-n1ncc2c(NC3CCCCCC3)ncnc21	·	·	?	?	·	?	·	·	21µM*
CCN1CCN(c2nc3c(c(=O)[nH]c(=O)n3C)n2Cc2ccccc2)CC1	?	5	-10%	22%	-5%	i	8%	-3%	15%
c1ccc2c(Nc3nncs3)c3ccccc3nc2c1	-7%	45	-1%	-5%	23%	i	-21%	19%	5%
CCc1ccc(OC(=O)c2sc3ncn(Cc4cccc(F)c4)c(=O)c3c2C)cc1	·	·	5%	4%	·	i	·	·	0%
CC(C)C[C@H]1CN([C@@H](CC(C)C)CN2CCC[C@@H]2CN2C(=S)NC[C@@H]2Cc2ccc(O)cc2)C(=S)N1CCc1ccccc1	·	?	?	?	?	?	·	?	?
Nn1cnnc1N/N=C/c1ccccc1C(F)(F)F	-10%	4	·	2%	0%	i	?	2%	0%
CCOC(=O)c1ccc(NS(=O)(=O)c2c(N)n(C)c(=O)n(C)c2=O)cc1	-7%	20	-19%	-13%	-2%	i	?	-2%	-26%
O=C(Nc1ccc(N2CCC(N3CCCCC3)CC2)c(C(=O)O)c1)c1ccccc1	·	·	14%	?	·	i	·	·	-3%
Cn1cc(SCC(=O)NCCc2ccccc2)c2ccccc21	-9%	-15	·	4%	0%	i	-2%	-1%	-20%
